VLA-4 inh = inhibition in a human VLA-4 binding assay; P13612; VLA-4 expressing cells, ligand binding flow cytometry; inhibition, % (about 7 µM as worked out from the volumes in the protocol); actives 0.2% (n = 330,000); in the data active = inhibition above about 50%
Yeast superoxide = lowers age-related superoxide in aged yeast cells; AID 2690; superoxide response (% of plate mean), % at 10 µM; actives 0.18% (n = 330,000); S. cerevisiae aged cells, superoxide DHE fluorescence; active compounds read low;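 active = superoxide response under a set limit, about three screen SD below normal, cut at about 65% in these data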;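 also: yeast aged for seven days with compound at 30 °C before DHE staining; 100% = average MFI of all compound-treated wells on the plate with controls excluded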
GRK2 inh = human GRK2 inhibition via aptamer displacement. P25098. bead flow cytometry, FAM-aptamer displacement from GRK2. inhibition of aptamer binding, % at 10 µM. actives 0.59% (n = 330,000). AID 488847;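 active = inhibition of aptamer binding above 40%, roughly 3 SD of noise, on plates passing a quality check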;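 also: median bead fluorescence of bound FAM aptamer so fluorescent compounds give negative values; no value below 0 was filed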
Target sequence (P25098 whole entry, looked up): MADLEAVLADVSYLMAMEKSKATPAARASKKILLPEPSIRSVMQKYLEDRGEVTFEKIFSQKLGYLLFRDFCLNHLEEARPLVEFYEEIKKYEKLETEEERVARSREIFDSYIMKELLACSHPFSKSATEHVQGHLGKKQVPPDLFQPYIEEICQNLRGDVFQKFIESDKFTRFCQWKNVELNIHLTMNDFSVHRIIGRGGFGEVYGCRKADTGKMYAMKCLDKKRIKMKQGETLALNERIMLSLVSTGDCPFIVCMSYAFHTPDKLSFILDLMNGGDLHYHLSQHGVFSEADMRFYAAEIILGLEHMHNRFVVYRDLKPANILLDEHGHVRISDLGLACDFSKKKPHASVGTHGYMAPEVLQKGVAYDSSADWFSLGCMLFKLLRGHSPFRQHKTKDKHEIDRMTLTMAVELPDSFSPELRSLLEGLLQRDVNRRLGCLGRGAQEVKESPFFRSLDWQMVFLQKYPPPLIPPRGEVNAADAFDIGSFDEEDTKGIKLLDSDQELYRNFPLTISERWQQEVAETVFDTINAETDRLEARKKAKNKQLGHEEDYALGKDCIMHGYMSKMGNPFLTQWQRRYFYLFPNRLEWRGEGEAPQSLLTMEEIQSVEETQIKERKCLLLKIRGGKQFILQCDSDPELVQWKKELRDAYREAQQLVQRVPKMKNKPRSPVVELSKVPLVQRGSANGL
RPL19A-GFP yeast = alters RPL19A-GFP fluorescence in TOR pathway yeast screen. S. cerevisiae RPL19A-GFP strain, flow cytometry, 3 h; active compounds read low. percent response vs DMSO, % at 10 µM. actives 0.3% (n = 330,000). AID 2025;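 active = percent response vs DMSO below 50%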;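 also: median channel GFP fluorescence of the barcoded RPL19A-GFP strain; ratio of sample median GFP to plate DMSO average so 100% = DMSO; lower means less RPL19A-GFP as with rapamycin TOR inhibition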
CIT2-GFP yeast = alters CIT2-GFP fluorescence in TOR pathway yeast screen | S. cerevisiae CIT2-GFP strain, flow cytometry, 3 h; 100 means same as DMSO wells | GFP response vs DMSO, % at 10 µM | actives 0.065% (n = 320,000) | AID 2029;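 active = GFP response relative to DMSO above a set limit, near the screen mean plus 3 SD, cut at about 150% in these data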;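 also: ratio of well median GFP fluorescence to mean of DMSO wells on the plate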
LAP4 TOR yeast = modulators of TOR pathway LAP4-GFP in S. cerevisiae; S. cerevisiae LAP4-GFP multiplex, flow cytometry GFP, 3 h; median GFP as percent of DMSO wells; GFP response vs DMSO, % at 10 µM; actives 0.34% (n = 320,000);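 active = GFP response vs DMSO above a set limit, about the screen mean plus 3 SD, cut at about 150% in these data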
MEP2-GFP yeast = yeast TOR pathway MEP2-GFP modulation; S. cerevisiae MEP2-GFP strain, flow cytometry GFP, 3 h; 100% = DMSO control level; actives 0.51% (n = 330,000); GFP response vs DMSO, % at 10 µM; AID 2016;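 active = GFP response versus DMSO above a set limit, roughly screen mean plus 3 SD, cut at about 180% in these data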;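 also: median GFP fluorescence of the barcode-gated MEP2-GFP cells per well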
AGP1-GFP MLPCN = modulators of TOR pathway AGP1-GFP in S. cerevisiae; S. cerevisiae AGP1-GFP multiplex flow cytometry, 3 h; GFP as percent of DMSO wells; actives 0.02% (n = 320,000); GFP response vs DMSO, % at 10 µM;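 active = GFP response relative to DMSO above a set limit, near screen average plus 3 SD, cut at about 150% in these data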;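 also: median GFP channel fluorescence of the gated AGP1 strain per well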
* = called active by the depositor; i = inactive; . = not tested or not shown.

SMILES	VLA-4 inh	Yeast superoxide	GRK2 inh	RPL19A-GFP yeast	CIT2-GFP yeast	LAP4 TOR yeast	MEP2-GFP yeast	AGP1-GFP MLPCN
CC1CCN(CCc2nc3cc(NC(=O)COc4ccccc4)ccc3n2C)CC1	10	81	0	95	98	87	92	94
CC(C)S(=O)(=O)C/C(N)=N/OS(=O)(=O)c1ccc(Cl)cc1	19	91	3	100	92	106	95	100
COc1cc(NS(=O)(=O)c2cc3c(cc2C)NC(=O)CO3)cc(OC)c1	i	86	2	101	110	107	100	103
CC(=O)N1CCN(c2ccccc2NC(=O)c2cc3ccccc3o2)CC1	-5	96	2	94	.	86	122	88
CCN(C(=O)COC(=O)C1CCN(S(=O)(=O)c2cccs2)CC1)c1ccccc1	13	94	2	95	97	104	102	98
CCN(c1ccccc1)S(=O)(=O)c1cccc(C(=O)Nc2ccc(C)cn2)c1	1	94	6	95	90	101	83	100
C/C(NCc1ccccc1)=C(\C#N)C(=O)NCc1ccccc1	-1	103	14	93	90	97	94	95
CC1CN(CC(O)COc2ccc(C(C)C)cc2)CC(C)O1 (stereo unspecified)	9	120	2	106	102	103	106	108
CCN(CC)C(=O)c1sc2c(c1C)c(=O)n(-c1ccc(C)c(C)c1)c(=O)n2CC(=O)NCC1CCCO1 (stereo unspecified)	-10	100	0	117	110	102	105	99
COc1ccccc1C(=O)Nc1cc(C)c(OCC(=O)N2CCOCC2)c(C)c1	-4	101	0	115	.	85	89	104
Cc1ccc(NC(=O)CSc2nnnn2-c2cccnc2)c(C)c1	-3	117	0	101	99	93	106	97
CC1CCN(c2nncc3ccccc23)CC1	0	107	3	102	98	98	105	100
O=C1OC(c2ccc(Br)cc2)=N/C1=C\N1CCCCC1	-2	101	2	91	95	92	91	91
O=C(NNc1cc(N2CCOCC2)nc(N2CCOCC2)n1)C12CC3CC(CC(C3)C1)C2	-1	85	0	104	101	94	104	101
COc1ccc(C(=O)NNC(=S)NC(=O)c2ccc(F)cc2)cc1Br	19	193	0	99	98	146	95	117
CN(C)CCCNC(=O)C1(O)c2cc(Br)ccc2NC(=O)N1c1c(F)cccc1F (stereo unspecified)	-5	85	0	101	99	97	96	100
COCCN(Cc1ccccc1)C(=O)c1c(C)nn(-c2ccccc2)c1C	15	99	1	92	91	90	92	80
Clc1cccc(C2CCN(Cc3nc(CC4CC4)no3)C2)c1 (stereo unspecified)	29	97	0	106	99	98	102	97
COc1ccc(S(=O)(=O)N2CCOCC2)cc1NC(=O)[C@@H]1CCCN1C(=O)c1cccs1	19	100	0	101	108	105	102	101
COc1ccc(NC(=O)C2=C(C)C(=O)OC23CCC(C)CC3)c(OC)c1 (stereo unspecified)	0	108	0	100	91	106	100	101
COC(=O)c1c(NC(=O)CN(c2ccc(C)c(C)c2)S(C)(=O)=O)sc2c1CCCC2	-4	102	0	106	105	112	113	109
O=C(CCCCl)Nc1nc(-c2ccc3c(c2)OCCO3)cs1	-10	100	0	106	100	129	109	102
COC(=O)C1=C(C)NC(=O)CC1c1ccccc1F (stereo unspecified)	11	105	0	98	101	104	114	108
CCOC(=O)C(C)C1(O)c2ccccc2-c2ncccc21 (stereo unspecified)	i	88	0	104	117	78	96	87
CCCc1cc(C(=O)N2CCN(C(c3ccccc3)c3ccccc3)CC2)no1	46	99	2	100	91	103	99	101
Cc1cc2[nH]c3ccccc3c2c(C)n1	-12	93	0	105	98	103	109	103
COC(=O)COc1ccc2c(c1)O/C(=C\c1cccc([N+](=O)[O-])c1)C2=O	11	100	0	102	100	91	106	97
COc1ccc2c(C(=O)c3ccc(C)cc3)n(Cc3ccc(C(N)=O)cc3)[n+]([O-])c2c1	-2	86	2	95	91	101	90	100
N#Cc1ccc(CSc2nc(N)cc(N)n2)cc1	16	91	2	101	100	93	111	95
CC(C)c1ccc(-n2ccnc2SCC(=O)O)cc1	11	114	0	99	102	100	98	102
Cn1ncc(Cl)c1C(=O)Nc1nc2ccc(Cl)cc2s1	4	100	4	105	120	89	90	84
O=C(CC1(O)C(=O)N(Cc2ccccc2Cl)c2ccccc21)c1ccco1 (stereo unspecified)	-1	101	3	102	.	90	103	108
CCOc1ccccc1-c1nnc(SCC(=O)NC2(C#N)CCCC2)o1	7	82	0	99	97	98	96	104
Cc1ccc(CN2CCN(Cc3ccc(O)cc3)CC2CCO)o1 (stereo unspecified)	7	83	4	89	87	89	82	84
COCCn1c(SCC(=O)NC2CC2)nc2ccccc21	-21	108	1	97	98	101	99	101
O=C(CN1C(=O)NC2(CCCC2)C1=O)N1CCc2ccccc2C1	4	108	1	99	99	94	98	98
O=C1CC[C@H](O)CCN1[C@H](CSc1ccc(Br)cc1)Cc1ccccc1	9	104	19	97	103	101	84	94
CCOP(=O)(OCC)C(NC(=O)c1ccc(OC)cc1)c1ccccc1 (stereo unspecified)	-4	93	0	93	89	109	92	91
CC(=O)N1N=C(C)CC1c1ccc(O)cc1 (stereo unspecified)	-1	95	0	116	121	98	114	115
O=C1/C(=C/c2cccs2)CCc2ccccc21	-25	101	0	97	89	115	93	97
CN(C(=O)COC(=O)Cc1c(Cl)cccc1Cl)C1CCS(=O)(=O)C1 (stereo unspecified)	15	91	0	100	99	85	96	96
CC(C)c1ccc(CN2CCN(S(=O)(=O)c3ccc(Cl)s3)CC2)cc1	0	111	1	98	92	104	102	103
CCOC(=O)c1sc2nc(C)cc(-c3ccccc3)c2c1N	-20	106	2	102	90	121	101	91
O=C(O)C1CCCCC1C(=O)Nc1ccc(Cl)cc1 (stereo unspecified)	1	87	5	98	102	91	99	101
Cc1cc(/C=C(\C#N)C(=O)Nc2ccc(F)cc2)c(C)n1-c1ccc(N2CCOCC2)c([N+](=O)[O-])c1	-6	82	1	107	114	111	97	115
CCOC(=O)c1c(NC(=O)Nc2ccccc2)sc(C)c1C	7	129	1	93	99	102	103	98
CC(C)(CNC(=O)c1cccs1)N1CCOCC1	6	80	4	104	90	110	103	102
CC1(C)CC(=O)C=C(c2cccc(O)c2)C1	-6	91	30	101	100	111	104	100
Cc1c(N2C(=O)c3ccc4c5c(ccc(c35)C2=O)CC4)c(=O)n(-c2ccccc2)n1C	20	91	46*	94	99	88	93	92
Cc1ccccc1N=C/C=C1/C=C(c2ccccc2)OC(C)(C)O1	-11	96	0	96	83	116	97	73
Cc1cc(N/N=C/c2ccc(O)cc2O)nc(N2CCOCC2)n1	11	85	0	103	102	106	105	108
C[C@@H](N)C(=O)NC[C@H]1CC[C@H](C(=O)N[C@@H](Cc2ccccc2)C(=O)O)CC1	21	81	2	98	94	107	107	95
Cc1ccc(N(CC(=O)NC2CCCCC2)C(=O)CCCC(=O)Nc2ccccn2)c(C)c1	-3	105	5	104	102	92	104	105
OC1(c2ccc(F)cc2)CCN(Cc2ccccc2)C1 (stereo unspecified)	4	104	0	102	109	103	106	107
O=C(c1ccccc1NS(=O)(=O)c1ccc2c(c1)OCCO2)N1CCOCC1	12	93	0	100	102	98	101	105
CC12CCC(C(=O)N(CCCN3CCN(Cc4ccccc4)CC3)C1=O)C2(C)C (stereo unspecified)	8	150	4	103	104	112	104	110
COc1ccc(N2C(=O)CCC2=O)cc1	8	104	0	98	94	101	108	104
c1ccc(-n2nnnc2-c2cccnc2)cc1	-10	102	0	99	96	109	96	105
NC(=O)c1sc2nccc(Nc3ccccc3)c2c1N	-16	100	16	102	90	100	89	106
O=C(c1cc(-c2ccc(O)cc2)on1)N1CCOCC1	12	89	2	90	96	93	95	92
The results go on.
SMILES	VLA-4 inh	Yeast superoxide	GRK2 inh	RPL19A-GFP yeast	CIT2-GFP yeast	LAP4 TOR yeast	MEP2-GFP yeast	AGP1-GFP MLPCN
N=C1c2ccccc2CN1c1ccc(S(=O)(=O)N2CCCCC2)cc1	9	118	0	97	88	98	95	93
CN(C)CC#Cc1cncc(C(=O)NNC(=O)Nc2ccc(Cl)cc2)c1	12	95	0	103	104	118	106	111
COc1ccccc1NS(=O)(=O)c1cc(C(=O)N2CCCCCCC2)ccc1C	0	98	2	90	71	92	92	94
Cc1cc(C(=O)CSc2nc(N)cc(N)n2)c(C)n1CC1CCCO1 (stereo unspecified)	8	80	2	97	102	97	111	99
O=C1C(=O)N(CNc2ccccn2)c2ccccc21	48	130	1	97	93	99	102	96
CC(C)N(CCNC(=O)c1ccc(CS(=O)(=O)c2c(Cl)cccc2Cl)o1)Cc1ccccc1	-2	97	0	103	105	102	103	107
CN1CCN(C(=O)c2cc3c(s2)-c2ccccc2S(=O)(=O)C3)CC1	-3	101	0	99	99	97	102	101
CC(=O)Nc1ccc(S(=O)(=O)NNC(=O)NC23CC4CC(CC(C4)C2)C3)cc1	-7	75	5	112	93	96	106	100
Cc1cc(C)nc(NC2=NCCN2C(=S)Nc2c(C)cccc2C)n1	12	91	0	90	86	101	87	93
Cc1cc(C(=O)NCc2ccc(S(N)(=O)=O)cc2)c(C)o1	4	112	0	91	103	95	94	96
Cc1ccc(C)c(N2CCN(S(=O)(=O)c3ccc(-c4ccc(=O)[nH]n4)o3)CC2)c1	9	111	0	96	94	93	92	101
COc1ccc(-c2nc(N)n[nH]2)cc1OC	20	99	2	100	101	101	102	101

Molecules shown so far with an aryl thioether with sulfur outside any ring:
SMILES	VLA-4 inh	Yeast superoxide	GRK2 inh	RPL19A-GFP yeast	CIT2-GFP yeast	LAP4 TOR yeast	MEP2-GFP yeast	AGP1-GFP MLPCN
Cc1ccc(NC(=O)CSc2nnnn2-c2cccnc2)c(C)c1	-3	117	0	101	99	93	106	97
N#Cc1ccc(CSc2nc(N)cc(N)n2)cc1	16	91	2	101	100	93	111	95
CC(C)c1ccc(-n2ccnc2SCC(=O)O)cc1	11	114	0	99	102	100	98	102
CCOc1ccccc1-c1nnc(SCC(=O)NC2(C#N)CCCC2)o1	7	82	0	99	97	98	96	104
COCCn1c(SCC(=O)NC2CC2)nc2ccccc21	-21	108	1	97	98	101	99	101
O=C1CC[C@H](O)CCN1[C@H](CSc1ccc(Br)cc1)Cc1ccccc1	9	104	19	97	103	101	84	94
Cc1cc(C(=O)CSc2nc(N)cc(N)n2)c(C)n1CC1CCCO1 (stereo unspecified)	8	80	2	97	102	97	111	99

The list goes on:
SMILES	VLA-4 inh	Yeast superoxide	GRK2 inh	RPL19A-GFP yeast	CIT2-GFP yeast	LAP4 TOR yeast	MEP2-GFP yeast	AGP1-GFP MLPCN
CCC(=O)N(Cc1ccco1)c1nc(-c2cc(OC)ccc2OC)cs1	38	96	1	99	101	100	109	105
C=C(C)Cc1c(C)c(C#N)c2[nH]c3ccccc3n2c1=O	7	111	0	103	108	88	108	99
CCc1ccc(CN2CCC(CO)(CC3CCCCO3)CC2)o1 (stereo unspecified)	28	102	0	108	103	101	105	105
CN(C)S(=O)(=O)Oc1ccsc1C(=O)Nc1cccc(Cl)c1Cl	4	97	0	99	102	106	99	102
Cc1ccc(O/C=C2\OC(=O)c3ccccc32)cc1	6	98	0	102	93	101	106	100
O=C(O)C1CC(=O)N(c2ccc(OCc3ccccc3)cc2)C1 (stereo unspecified)	3	100	0	93	97	91	96	93
Cc1[nH]nc2c1C(c1ccccc1F)CC(=O)N2 (stereo unspecified)	2	106	2	103	111	101	96	103
COc1ccc(S(=O)(=O)N2CCC(NC(=O)c3cccnc3)CC2)cc1	2	86	0	106	102	87	106	102
O=C(c1ccccc1Cl)N(Cc1ccc(Cl)c(Cl)c1)N1C(=O)CCCC1=O	3	88	4	100	104	106	99	99
C=CCN(C1CCCCC1)S(=O)(=O)c1ccc2c(c1)oc(=O)n2C	-15	97	1	96	93	100	97	99
CCCN(CCC)C(=O)CSc1nc2ccsc2c(=O)n1NC(=O)c1ccccc1	2	103	2	93	84	89	94	91
Cc1ccc(OCC(=O)NNC(=O)CCc2ccccc2)c(Br)c1	6	104	0	104	105	87	113	99
O=C(CSc1nc2ccccc2c(=O)n1-c1ccccc1F)NC1CC1	-5	106	0	99	96	93	97	99

Screens from PubChem BioAssay.
